# High-throughput results as filed in PubChem BioAssay.
# NCI-60 one-dose screen, 48 h, at 10 µM unless noted. Numbers give growth in % (100 = growth as untreated, 0 = no growth, -100 = all killed).
# A498 = A498 renal cancer cells; 5.4% of 76,000 active
# RXF 393 = RXF 393 renal cancer cells | AID 1794773 | 6.9% of 77,000 active
# SK-OV-3 = SK-OV-3 ovarian cancer cells; 3.2% of 80,000 active
# IGROV1 = IGROV1 ovarian cancer; 4.7% of 79,000 active
# OVCAR-5 = OVCAR-5 ovarian cancer | 2.9% of 82,000 active
# OVCAR-3 = OVCAR-3 ovarian cancer | 7% of 79,000 active | AID 1794787
# ACHN = ACHN renal cancer | 4.9% of 81,000 active
# OVCAR-8 = OVCAR-8 ovarian cancer. 4.4% of 81,000 active. AID 1794782
# OVCAR-4 = OVCAR-4 ovarian cancer cells | 3.7% of 80,000 active | AID 1794784
# * hit, by the source's call; / = not tested or not shown; & = joins results of further samples. How the source made its calls: active means growth percent below 10; inactive means the rest. Random draw from the library, and some 11% of all compounds hit somewhere here.
1: COc1ccc([N+](=O)[O-])cc1OC
2: CN(C)N=Nc1ccccc1Cl
3: C[C@H]1[C@H](C)CC[C@]2(CO)CC[C@]3(C)C(=CC[C@@H]4[C@@]5(C)CCCNC(C)(C)[C@@H]5CC[C@]43C)[C@H]12
4: COc1ccc(Nc2nc(/N=C/c3cc(OC)c(OC)c(OC)c3)n[nH]2)cc1
5: O=C1c2ccccc2C(=O)N1OCCCN1C(=O)c2ccccc2S1(=O)=O
6: Clc1ccc(C(/C=C/c2sc(Cl)nc2Cl)=N/Nc2cc(Cl)cc(Cl)c2)cc1
7: COc1ccccc1/C=C1\Oc2cc(O)ccc2C1=O
8: CC(=O)Oc1ccccc1C(=O)[Se]C(=NC1CCCCC1)NC1CCCCC1
assay / compound	1	2	3	4	5	6	7	8
A498	128&73	98	/	111	82	101	/	-5.3*
RXF 393	104&114	82	-28*	104	107	110	111	-100*
SK-OV-3	119&114	102	70	99	104	99	/	-99*
IGROV1	109&111	87	-58*	109	123	90	111	-94*
OVCAR-5	98&101	86	28	106	99	104	105	-90*
OVCAR-3	114&113	94	6.8*	106	110	103	116	-72*
ACHN	94&99	105	-66*	90	105	102	107	-74*
OVCAR-8	94&90	99	9.9*	101	108	104	105	-82*
OVCAR-4	104	89	18	109	101	100	109	-86*

9: COc1ccc(/C=C/c2nc(Nc3cccc(-c4ccn[nH]4)c3)c3ccccc3n2)cc1
10: CN1CCN(C(=O)OCc2ccc3c(Cl)cc(Cl)c(O)c3n2)CC1
11: COc1ccc(NC(=O)[C@H](C)NC(=O)OC(C)(C)C)cc1C(=O)Nc1cccc(C2CC(=O)c3c(cc(OC)c(OC)c3OC)O2)c1 (some centres undefined)
12: CCN(CC)c1ccc(C=Nc2cc(C(C)C)c(O)cc2C)cc1
13: O=C(O)c1cn(C2CC2)c2cc(N3CCN(C(=O)CSc4nc(NS(=O)(=O)c5ccc(Cl)cc5)cc(=O)[nH]4)CC3)c(F)cc2c1=O
14: O=c1nc2s/c(=C\c3ccco3)c(=O)n2c2nc(-c3ccccc3)c(-c3ccccc3)nc12
15: C(=N\N1CCCCCC1)/c1c2ccccc2cc2ccccc12
16: C[N+](C)(C)c1ccc(CC2c3ccccc3-c3ccccc32)cc1
assay / compound	9	10	11	12	13	14	15	16
A498	100	106	86	78	106	118	/	71
RXF 393	/	71	74	99	110	121	98	103
SK-OV-3	88	89	149	93	114	110	90	75
IGROV1	81	57	56	102	102	95	97	64
OVCAR-5	94	106	102	110	99	101	89	86
OVCAR-3	91	51	58	102	98	110	127	67
ACHN	92	45	56	103	105	94	94	100
OVCAR-8	66	45	35	96	103	104	93	86
OVCAR-4	94	47	54	97	95	113	92	85

17: CS(=O)(=O)Nc1cccc(-c2nc3ccccc3n2Cc2ccc(Cl)cc2)c1
18: CC(=O)[C@@]1(O)CC[C@H]2[C@@H]3CC[C@@]4(C)C[C@@H](O)CC[C@]4(C)[C@H]3C(=O)C[C@@H]21
19: O=C(Nc1ncc(Cc2ccc(Cl)cc2)s1)c1ccc2c(c1)OCCO2
20: NC(=S)N1N=C(c2ccccc2)CC1c1ccc2c(c1)OCO2 (centres undefined)
21: S=C(Nc1ccc(Cl)cc1)Nc1ccc(Cl)cc1 (tested in a mixture with another compound)
22: O/N=C(/CN1CCN(c2ccccc2)CC1)c1ccc(Cl)cc1
23: N#CC1(C#N)C(c2c(F)cccc2Cl)C1(C#N)C#N
24: O=C1c2ccc3ccccc3c2CCC1C1([n+]2ccccc2)CCc2c(ccc3ccccc23)C1=O (centres undefined)
assay / compound	17	18	19	20	21	22	23	24
A498	85	79	-2.7*	104	-8.6*	99	87	57
RXF 393	85	118	3.7*	115	9.5*	102	112	78
SK-OV-3	83	100	33	109	-0.6*	106	96	83
IGROV1	74	98	22	71	16	104	103	75
OVCAR-5	86	109	37	107	12	105	90	112
OVCAR-3	87	100	2.4*	110	5.4*	115	110	97
ACHN	86	106	30	91	3.5*	116	99	101
OVCAR-8	85	99	22	99	1.1*	95	104	86
OVCAR-4	86	120	50	/	11	118	100	87

25: C/C(=N/O)c1ccc(NC(=O)CSc2nnc(-c3ccc4nc(-c5ccccc5)[nH]c4c3)o2)cc1
26: CC(=O)Nc1nc(C)c(C(=O)NNC(=S)Nc2ccc(F)cc2)s1
27: O=C(Cn1cc(CN2C(=O)c3ccccc3S2(=O)=O)nn1)Nc1ccccc1F
28: CCC(=O)c1ccc(NC(=S)Nc2ccccc2)cc1
29: CCOC(=O)c1ccc2c(c1)nc(/C=C/c1ccc(Cl)cc1)c(=O)n2-c1cc(C(C)(C)C)[nH]n1
30: O=C(O)c1cc(-c2ccc(Br)cc2)nc2ccccc12
31: Nc1ccc2oc3nccc(NCc4cccc(Br)c4)c3c2c1
32: CCCCCC(C(C)=O)C(C)=O
assay / compound	25	26	27	28	29	30	31	32
A498	189	77	93	90	72	112	66	108
RXF 393	95	124	108	126	57	90	84	107
SK-OV-3	92	110	78	101	73	95	75	113
IGROV1	89	73	108	97	100	/	75	111
OVCAR-5	119	109	108	82	92	102	97	100
OVCAR-3	135	111	112	106	55	100	70	103
ACHN	93	91	95	101	33	97	70	98
OVCAR-8	100	107	100	104	85	100	84	104
OVCAR-4	112	103	109	100	52	96	65	103

33: CCCCC1COc2cccc3c(SCC(=O)N(C)c4ccc(OC(F)(F)F)cc4)cc[n+]1c23 (centres undefined)
34: O=[N+]([O-])c1cc(C(F)(F)F)ccc1SSc1ccc(C(F)(F)F)cc1[N+](=O)[O-]
35: CCCc1cc2cc(-n3nc(CC)c4c3CC(C)(C)CC4=O)cc(NC3CCC(O)CC3)c2c(=O)[nH]1 (centres undefined)
36: CC1=C(CCC(C)N(C)Cc2ccc(OCCCN3CCCC3)cc2)C(C)(C)CCC1 (centres undefined)
37: Cc1nn(-c2nc(-c3cc4ccccc4oc3=O)cs2)c(C)c1N=Nc1ccccc1
38: COc1cc(-c2nc(SCCCCC(=O)NO)[nH]c(=O)c2C#N)cc(OC)c1OC
39: O=C(c1ccc(OCCN2CCCCC2)cc1)c1c(-c2ccc(OS(=O)(=O)c3cccc4cccnc34)cc2)sc2cc(OS(=O)(=O)c3cccc4cccnc34)ccc12
40: CC(C)(C)CC(C)(C)n1nnnc1C(Nc1ccccc1)c1cc2cccc3ccc4cccc1c4c32 (centres undefined)
assay / compound	33	34	35	36	37	38	39	40
A498	112	106	37	57	100	132	99	/
RXF 393	134	158	-16*	-38*	112	134	98	80
SK-OV-3	/	89	27	36	110	102	90	87
IGROV1	118	89	25	43	105	85	89	93
OVCAR-5	109	104	35	25	106	117	102	85
OVCAR-3	113	101	47	24	101	105	99	/
ACHN	101	89	8.9*	37	108	104	103	87
OVCAR-8	115	94	22	46	106	98	100	86
OVCAR-4	112	94	65	60	102	113	97	83

41: CC(=O)c1ccc(NC(=O)CN2CCN(c3cc4c(cc3F)c(=O)c(C(=O)O)cn4C3CC3)CC2)cc1
42: COc1cc(OC)c2c(c1)nc(-c1ccccc1)c1c(=O)n(C)c(=O)n(C)c12
43: CN(C)CCN1CCCC(CC2(C(F)(F)F)N=N2)C1 (centres undefined)
44: CSc1ncc(Br)c(Nc2ccc(C)cc2)n1
45: COc1ccccc1/C=C1\Oc2cc3occc3c(OC)c2C1=O
46: COc1cc2nc(Cl)nc(Nc3cccc(C(=O)/C=C/c4cc(OC)c(OC)c(OC)c4)c3)c2cc1OC
47: CC(C)OC(=O)Nc1cc(F)cc(C(F)(F)F)c1F
48: CCOC(=O)c1cc2c(n1Cc1ccc(C)cc1)-c1oncc1CC2
assay / compound	41	42	43	44	45	46	47	48
A498	91	101	97	88	91	87	83	76
RXF 393	111	114	96	97	105	85	108	103
SK-OV-3	105	116	103	92	82	111	97	110
IGROV1	106	102	97	89	/	90	102	103
OVCAR-5	104	93	97	110	107	112	100	95
OVCAR-3	113	118	/	111	105	90	/	109
ACHN	112	102	101	108	90	77	101	101
OVCAR-8	96	111	99	99	87	64	98	105
OVCAR-4	97	110	99	103	72	88	103	105

49: CCOC(=O)Oc1c(OC)cc(C(=O)c2ccc(OC)c(OC(=O)CCl)c2OC)cc1OC
50: C=CCC1(CC=C)C[C@H]2CO[C@H](O2)C1=O
51: CN1C(=O)N(C)C2C1NN=c1s/c(=C\c3cccc([N+](=O)[O-])c3)c(=O)n12 (centres undefined)
52: Cn1c(=O)c2[nH]c(C3CC4CCC3C4)nc2n(C)c1=O (centres undefined)
53: CCn1cc(-c2cnc3nonc3n2)cn1
54: O=C(O)Cc1ccc(O)cc1
55: C[C@@H]1N=C(c2ccc(Br)cc2)Nc2nc3ccccn3c2C1=O
56: NC(=O)c1nccc2ccccc12
assay / compound	49	50	51	52	53	54	55	56
A498	/	114	91	100	80	106&83	70	122
RXF 393	-18*	97	104	124	92	105&107	68	109
SK-OV-3	20	89	81	105	113	116&115	72	101
IGROV1	40	103	99	135	94	109	43	117
OVCAR-5	77	94	106	103	85	104	82	109
OVCAR-3	-18*	122	81	109	94	115&109	17	104
ACHN	36	108	94	102	92	109&105	69	107
OVCAR-8	26	108	93	110	96	104&108	73	101
OVCAR-4	80	105	101	112	102	107&94	77	95

# Part of the list above, set out differently:
cpd	Molecule	A498	RXF 393	SK-OV-3	IGROV1	OVCAR-5	OVCAR-3	ACHN	OVCAR-8	OVCAR-4
43	CN(C)CCN1CCCC(CC2(C(F)(F)F)N=N2)C1 (centres undefined)	97	96	103	97	97	/	101	99	99
44	CSc1ncc(Br)c(Nc2ccc(C)cc2)n1	88	97	92	89	110	111	108	99	103
45	COc1ccccc1/C=C1\Oc2cc3occc3c(OC)c2C1=O	91	105	82	/	107	105	90	87	72
46	COc1cc2nc(Cl)nc(Nc3cccc(C(=O)/C=C/c4cc(OC)c(OC)c(OC)c4)c3)c2cc1OC	87	85	111	90	112	90	77	64	88
47	CC(C)OC(=O)Nc1cc(F)cc(C(F)(F)F)c1F	83	108	97	102	100	/	101	98	103
48	CCOC(=O)c1cc2c(n1Cc1ccc(C)cc1)-c1oncc1CC2	76	103	110	103	95	109	101	105	105
49	CCOC(=O)Oc1c(OC)cc(C(=O)c2ccc(OC)c(OC(=O)CCl)c2OC)cc1OC	/	-18*	20	40	77	-18*	36	26	80
50	C=CCC1(CC=C)C[C@H]2CO[C@H](O2)C1=O	114	97	89	103	94	122	108	108	105
51	CN1C(=O)N(C)C2C1NN=c1s/c(=C\c3cccc([N+](=O)[O-])c3)c(=O)n12 (centres undefined)	91	104	81	99	106	81	94	93	101
52	Cn1c(=O)c2[nH]c(C3CC4CCC3C4)nc2n(C)c1=O (centres undefined)	100	124	105	135	103	109	102	110	112
53	CCn1cc(-c2cnc3nonc3n2)cn1	80	92	113	94	85	94	92	96	102
54	O=C(O)Cc1ccc(O)cc1	106&83	105&107	116&115	109	104	115&109	109&105	104&108	107&94
55	C[C@@H]1N=C(c2ccc(Br)cc2)Nc2nc3ccccn3c2C1=O	70	68	72	43	82	17	69	73	77
56	NC(=O)c1nccc2ccccc12	122	109	101	117	109	104	107	101	95

# The listing continues:
57: CCOC(=O)C1CCc2ccccc2C1=O (centres undefined)
58: Cc1nn(-c2ccccc2)c2c1N=c1s/c(=C\c3ccc(C(F)(F)F)cc3)c(=O)n1CN2
59: CC(C)CC(NC(=O)OCC1c2ccccc2-c2ccccc21)C(=O)O (centres undefined)
60: O=S1SC(c2ccccc2)=NN1c1cc(Cl)cc(Cl)c1 (centres undefined)
61: CC(=O)OC(C)(C)C#CC(C)(C)OC(C)=O
62: c1ccc(CSc2nnc(-c3ccncc3)o2)cc1
63: Nc1cc2cc(Br)ccc2c(=O)n1NC(=O)c1ccccc1
64: COc1ccccc1/C(=C/c1ccc([N+](=O)[O-])cc1)C(=O)O
assay / compound	57	58	59	60	61	62	63	64
A498	/	63	95	97	106	93	150	95
RXF 393	116	50	103	93	/	103	78	103
SK-OV-3	98	91	95	99	98	91	97	106
IGROV1	114	68	91	85	93	105	88	111
OVCAR-5	98	93	101	95	99	97	121	101
OVCAR-3	111	138	115	/	110	103	78	106
ACHN	106	60	112	68	95	93	100	100
OVCAR-8	118	/	122	84	101	99	94	106
OVCAR-4	104	51	102	77	103	106	101	106

65: c1ccc(-c2noc3ncnc(Nc4ccc(Oc5ccc6ccccc6c5)cc4)c23)cc1
66: O=C(CSc1nnc(-c2cc(-c3ccccc3)nc3ccccc23)o1)c1ccccc1
67: Cc1ccc(C(=O)N/N=C/c2ccc(N(C)C)cc2)cn1
68: O=c1c(-c2nc3ccccc3[nH]2)cc2ccccc2n1Cc1cn(Cc2ccccc2Cl)nn1
69: ON=C1CCCC1
assay / compound	65	66	67	68	69
A498	99	95	91	67	/
RXF 393	111	/	87	13	110
SK-OV-3	/	109	99	/	106
IGROV1	80	106	101	28	108
OVCAR-5	97	95	101	78	104
OVCAR-3	117	106	96	20	111
ACHN	107	102	104	12	117
OVCAR-8	99	95	/	50	108
OVCAR-4	85	96	105	-22*	109
